Bfl-1 inhibitors: Bfl-1 inhibitors, primary screen, biochemical, fluorescence polarization, FITC-Bid, mouse (AID 432). FITC-Bid BH3 peptide fluorescence polarization displacement; higher % means a stronger effect. displacement, % at 20 µM; hits with a dose series show IC50 in µM. 0.02% of 64,000 active; in the data active means a potency from the dose series; inactive means the rest, 99 in 100 with displacement below about 15%; further: strong numbers were not always called active
DPM-DC inhibit: blocks S. pneumoniae diphosphomevalonate decarboxylase; purified DPM-DC, PK/LDH coupled NADH fluorescence; calls only at 10 µM; 0.49% of 65,000 active;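 active means the 320 compounds with the highest percent inhibition in the single-dose primary screen, excluding strongly autofluorescent ones, cut at about 32% in these data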;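 further: kinetic rate of NADH fluorescence loss reporting ADP formed by the decarboxylase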
HPDE-C7 viability: cytotoxicity in HPDE-C7 cells, cell-based, fluorescence, HTS (AID 430). HPDE-C7 pancreatic duct cells viability, fluorescence; higher % means a stronger effect. one-dose cytotoxicity, % at 10 µM; EC50 in µM for titrated hits. 1.8% of 63,000 active;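 further: cells exposed to compound for 48 hours before viability readout; 0% = vehicle and 100% = reference cytotoxic drug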
MK inhibit: inhibitors of Streptococcus pneumoniae mevalonate kinase | 0.48% of 65,000 active | purified MK, PK/LDH-coupled NADH absorbance 340 nm | inhibition, % at 10 µM;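 active means ranked among the strongest by inhibition in the single 10 µM screen, a fixed top-ranked set picked for dose follow-up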; further: no value below 0 was filed
HT1080 viability: cytotoxicity in HT1080 fibrosarcoma cells, cell-based, fluorescence readout (AID 620); HT1080 viability, fluorescence; higher % means a stronger effect; one-dose cytotoxicity, % at 10 µM; EC50 in µM for titrated hits; 0.42% of 87,000 active;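 further: cells exposed to compound overnight then 4 h with Alamar Blue; 0% = vehicle DMSO and 100% = killing control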
KRASV12 cytotoxicity: cytotoxicity in KRAS-transformed pancreatic duct cells, primary screen, cell-based, fluorescence, HTS (AID 431) | 1.7% of 63,000 active | HPDE-C7K KRASV12 cells, Alamar Blue viability, 48 h; higher % means a stronger effect | one-dose cytotoxicity, % at 10 µM; EC50 in µM for titrated hits;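 active means compounds whose percent cytotoxicity in the single-dose primary screen, scaled between solvent and toxic-drug controls, exceeds 50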;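 further: 0% = DMSO solvent wells and 100% = doxorubicin-treated wells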
PMK inhibit: S. pneumoniae PMK inhibition; purified PMK, PK/LDH-coupled NADH absorbance 340 nm; inhibition, % at 10 µM; 0.49% of 65,000 active; AID 539;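 active means top-ranked compounds by inhibition in the single 10 µM screen, taking a fixed number of the strongest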;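 further: 0% = full reaction with DMSO carrier and 100% = background rate without enzyme reaction; no value below 0 was filed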
LYP inhibition: inhibition of human PTPN22 tyrosine phosphatase – biochemical, DiFMUP fluorescence, recombinant catalytic domain, 10 µM, primary screen (AID 606). inhibition, % at 10 µM; hits with a dose series show IC50 in µM. 52,000 tested, under 10 active. recombinant LYP catalytic domain, DiFMUP fluorescence; higher % means a stronger effect;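 active means IC50 under 40 µM in the dose-response test; inactive means IC50 of 40 µM or more, or never dose-tested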
TNAP inhibition: human TNAP enzyme inhibitors, biochemical, luminescent (AID 518); purified TNAP enzyme, luminescent substrate readout; higher % means a stronger effect; inhibition, % at 20 µM, or IC50 in µM where a hit was titrated; 0.09% of 64,000 active; in the data active means a potency from the dose series; inactive means the rest, 99 in 100 with inhibition below about 22%;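 further: plate controls were vehicle for no effect and reference inhibitor for full effect; many of its hits are not listed in these tables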
PMK inhibit pilot replicates: also measured in PMK inhibit; calls as there; inhibition, %; measured here: pilot screen replicates
MK inhibit pilot replicates: further read-out of MK inhibit, marked with its call; inhibition, %; measured here: pilot screen replicates
DPM-DC inhibit pilot screen %: also measured in DPM-DC inhibit; calls as there; inhibition, %; measured here: pilot screen trials
Numbers without * were called inactive; i = inactive; / = not tested or not shown; + = active, no number. Unless noted, no stated cut-off is given here; in the data, active means cytotoxicity above about 50%; inactive means the rest.

SMILES	Bfl-1 inhibitors	DPM-DC inhibit	HPDE-C7 viability	MK inhibit	HT1080 viability	KRASV12 cytotoxicity	PMK inhibit	LYP inhibition	TNAP inhibition	others
COc1ccc(C(=O)N(Cc2ccc(N(C)C)cc2)C2CCS(=O)(=O)C2)cc1 (stereo not drawn)	-6%	i	-4%	8	9%	-10%	15	1%	2%
Cc1ccc(F)cc1NC(=O)c1cccc(N(C)C)c1	10%	i	-11%	1	2%	-11%	7	/	7%
O=C(Nc1cccnc1N1CCOCC1)c1ccco1	-2%	i	-6%	11	-18%	0%	0	4%	14%	PMK inhibit pilot replicates=4.5;MK inhibit pilot replicates=0.0;DPM-DC inhibit pilot screen %=0.0
CCOc1cc(/C=N/n2cnnc2)cc(Br)c1O	3%	i	-18%	0	0%	4%	22	10%	12%	PMK inhibit pilot replicates=0.0;MK inhibit pilot replicates=0.0;DPM-DC inhibit pilot screen %=10
Cc1ccc(Nc2ncnc3nc[nH]c23)cc1Cl	5%	i	5%	5	/	-1%	7	/	-7%
COC(=O)C1=C(C)N=c2s/c(=C3\C(=O)Nc4ccccc43)c(=O)n2C1c1ccccc1 (stereo not drawn)	1%	i	12%	6	-2%	4%	7	8%	19%
COc1cc2c(=O)n(CC3CCCO3)c(=O)n(CC(=O)Nc3ccc(F)cc3F)c2cc1OC (stereo not drawn)	3%	i	-1%	3	-4%	2%	0	-4%	6%
Cn1nc(-c2ccc(Cl)cc2)c2cc(C(=O)NCCN3CCOCC3)sc21	-13%	/	14%	5	-1%	11%	10	6%	2%
Cc1ccc(NC(=O)C2CCCN2C(=O)Oc2ccccc2)cc1 (stereo not drawn)	6%	i	1%	11	12%	4%	7	14%	12%	PMK inhibit pilot replicates=2.5;MK inhibit pilot replicates=0.0;DPM-DC inhibit pilot screen %=0.5
COc1cccc(-n2c(SCC(=O)Nc3cc(C)on3)nc3ccccc3c2=O)c1	-4%	i	-1%	10	-4%	3%	10	-1%	5%
O=C(NCC(c1cccnc1)N1CCOCC1)c1cccs1 (stereo not drawn)	-7%	i	-33%	6	7%	3%	16	-3%	10%	PMK inhibit pilot replicates=3.5;MK inhibit pilot replicates=0.0;DPM-DC inhibit pilot screen %=0.0
Cc1cc(F)ccc1NCc1ccncc1	-5%	i	1%	0	-2%	13%	0	-3%	14%
CCC(C)(C)NC(=O)C(c1cccn1C)N(C(=O)Cn1nnc2ccccc21)c1ccc(OC)cc1 (stereo not drawn)	-5%	i	26%	5	6%	42%	7	/	13%
CC(C)OCCCNC(=O)c1ccc(NC(=O)C2CCCO2)cc1 (stereo not drawn)	-4%	i	-4%	5	6%	-6%	0	/	9%
Cc1nc2ccccn2c1C(=O)NC1CCCCC1	-8%	i	-12%	4	-8%	-17%	8	-7%	5%
COc1ccc(OC)c(CNC(=O)C2CCCN(c3nc4ccccc4o3)C2)c1 (stereo not drawn)	-3%	i	-7%	0	-4%	-5%	25*	1%	-1%
CS(=O)(=O)N1CCC(C(=O)Nc2c(F)cccc2F)CC1	-8%	i	1%	1	-1%	-5%	5	14%	4%
COc1ccc(-c2cc3ccccc3n2CC(O)CNC(CO)(CO)CO)cc1 (stereo not drawn)	2%	i	6%	0	8%	13%	3	-4%	6%
O=C(Cn1c(=O)[nH]n(-c2ccccc2)c1=O)N1CCCc2ccccc21	1%	i	-9%	3	-1%	-2%	7	8%	6%	PMK inhibit pilot replicates=8.0;MK inhibit pilot replicates=1.5;DPM-DC inhibit pilot screen %=1.0
CCOC(=O)CCNC(=O)c1ccccc1Br	1%	i	-16%	5	1%	-7%	0	-1%	6%
CSc1nnc(NC(=O)C2CCCCC2)s1	-4%	i	-14%	3	2%	-16%	/	4%	-2%
Cn1nc(CC(=O)Nc2ccc3c(c2)CCC3)c2ccccc2c1=O	0%	i	/	4	14%	/	7	-3%	6%
O=S1CCCSC1c1cccnc1 (stereo not drawn)	3%	i	-3%	9	6%	-6%	0	/	13%
CC(=O)Nc1cc2nn(-c3ccccc3)nc2cc1Cl	-1%	/	-5%	11	9%	-8%	0	/	9%
O=C(CSc1nnc(C2CC2)n1Cc1ccccc1)N1CCN(S(=O)(=O)c2ccccc2)CC1	2%	i	-8%	3	1%	0%	8	19%	-3%

Some of these compounds in order of formula weight, high to low:
SMILES	Bfl-1 inhibitors	DPM-DC inhibit	HPDE-C7 viability	MK inhibit	HT1080 viability	KRASV12 cytotoxicity	PMK inhibit	LYP inhibition	TNAP inhibition	others
O=C(CSc1nnc(C2CC2)n1Cc1ccccc1)N1CCN(S(=O)(=O)c2ccccc2)CC1	2%	i	-8%	3	1%	0%	8	19%	-3%
CCC(C)(C)NC(=O)C(c1cccn1C)N(C(=O)Cn1nnc2ccccc21)c1ccc(OC)cc1 (stereo not drawn)	-5%	i	26%	5	6%	42%	7	/	13%
COC(=O)C1=C(C)N=c2s/c(=C3\C(=O)Nc4ccccc43)c(=O)n2C1c1ccccc1 (stereo not drawn)	1%	i	12%	6	-2%	4%	7	8%	19%
COc1cccc(-n2c(SCC(=O)Nc3cc(C)on3)nc3ccccc3c2=O)c1	-4%	i	-1%	10	-4%	3%	10	-1%	5%
Cn1nc(-c2ccc(Cl)cc2)c2cc(C(=O)NCCN3CCOCC3)sc21	-13%	/	14%	5	-1%	11%	10	6%	2%
COc1ccc(C(=O)N(Cc2ccc(N(C)C)cc2)C2CCS(=O)(=O)C2)cc1 (stereo not drawn)	-6%	i	-4%	8	9%	-10%	15	1%	2%
COc1ccc(-c2cc3ccccc3n2CC(O)CNC(CO)(CO)CO)cc1 (stereo not drawn)	2%	i	6%	0	8%	13%	3	-4%	6%
O=C(Cn1c(=O)[nH]n(-c2ccccc2)c1=O)N1CCCc2ccccc21	1%	i	-9%	3	-1%	-2%	7	8%	6%	PMK inhibit pilot replicates=8.0;MK inhibit pilot replicates=1.5;DPM-DC inhibit pilot screen %=1.0
CC(C)OCCCNC(=O)c1ccc(NC(=O)C2CCCO2)cc1 (stereo not drawn)	-4%	i	-4%	5	6%	-6%	0	/	9%
CS(=O)(=O)N1CCC(C(=O)Nc2c(F)cccc2F)CC1	-8%	i	1%	1	-1%	-5%	5	14%	4%
O=C(NCC(c1cccnc1)N1CCOCC1)c1cccs1 (stereo not drawn)	-7%	i	-33%	6	7%	3%	16	-3%	10%	PMK inhibit pilot replicates=3.5;MK inhibit pilot replicates=0.0;DPM-DC inhibit pilot screen %=0.0
CCOc1cc(/C=N/n2cnnc2)cc(Br)c1O	3%	i	-18%	0	0%	4%	22	10%	12%	PMK inhibit pilot replicates=0.0;MK inhibit pilot replicates=0.0;DPM-DC inhibit pilot screen %=10
O=C(Nc1cccnc1N1CCOCC1)c1ccco1	-2%	i	-6%	11	-18%	0%	0	4%	14%	PMK inhibit pilot replicates=4.5;MK inhibit pilot replicates=0.0;DPM-DC inhibit pilot screen %=0.0
Cc1ccc(Nc2ncnc3nc[nH]c23)cc1Cl	5%	i	5%	5	/	-1%	7	/	-7%
Cc1nc2ccccn2c1C(=O)NC1CCCCC1	-8%	i	-12%	4	-8%	-17%	8	-7%	5%
Cc1cc(F)ccc1NCc1ccncc1	-5%	i	1%	0	-2%	13%	0	-3%	14%

Next results:
SMILES	Bfl-1 inhibitors	DPM-DC inhibit	HPDE-C7 viability	MK inhibit	HT1080 viability	KRASV12 cytotoxicity	PMK inhibit	LYP inhibition	TNAP inhibition	others
Clc1c(-c2nnc3n2CCC3)sc2ccccc12	-9%	+	14%	8	12%	13%	3	5%	9%
N[C@@]12CCc3nonc3[C@]1(O)CC(c1ccccc1)=[N+]2[O-]	-1%	i	-3%	10	23%	-4%	4	10%	9%
CCCc1nc(S(=O)(=O)Cc2ccc(Cl)cc2Cl)n[nH]1	-3%	i	-6%	2	-4%	-8%	12	-2%	36%
c1ccc(-c2csc(N3CCN(c4ccccn4)CC3)n2)cc1	1%	i	37%	6	-3%	34%	7	-5%	-3%
COc1cc(-c2nn3c(C4CCCCC4)nnc3s2)cc(OC)c1OC	0%	i	6%	0	-5%	6%	4	20%	13%
COc1ccc(Nc2ncc3c(n2)CC(c2ccccc2)CC3=O)cc1 (stereo not drawn)	-5%	i	-13%	11	-3%	-4%	10	11%	11%
CC1CCN(S(=O)(=O)c2ccc(NC(=O)CN3CCN(C)CC3)cc2)CC1	-4%	i	1%	48*	-2%	-9%	13	10%	6%
NC(=O)CSc1nc2sc3c(c2c2ncnn12)CCCC3	0%	i	9%	11	4%	0%	2	7%	15%
Cc1ccc2[nH]c(=O)c(CN(Cc3nnnn3C3CCCC3)C3CCCCC3)cc2c1	-6%	i	9%	5	1%	-4%	8	/	4%
Cc1ccc(CCNC(=O)CS(=O)Cc2nc(-c3cccc(C)c3)oc2C)cc1 (stereo not drawn)	-8%	i	4%	3	-3%	8%	2	-4%	4%
Cc1nnc2ccc(N3CCN(c4ccccn4)CC3)nn12	5%	i	-4%	11	3%	-16%	0	6%	9%
COC(=O)c1cc(COc2ccc3ccc(=O)oc3c2)c(C)o1	2%	/	0%	10	4%	-7%	0	0%	4%
O=C(NCc1ccco1)c1nc2ncccn2n1	-10%	i	-3%	11	-3%	12%	0	12%	10%
c1ccc2c(CNCCN3CCOCC3)cccc2c1	-5%	i	-26%	8	7%	-25%	13	/	5%
CC1(C)CC(=O)C=C(NCCO)C1	-1%	i	5%	10	-3%	-3%	10	11%	18%
CCOC(=O)CCC(=O)OCC(=O)NC(C)C1CC2CCC1C2 (stereo not drawn)	-7%	i	-2%	0	3%	-10%	15	/	2%
Brc1ccc(-c2nnc3sc(CNC4CCCC4)cn23)cc1	0%	i	2%	10	8%	2%	10	1%	12%
COc1ccc(-c2nnc(SCc3nnc(-c4ccccc4)o3)n2-c2ccccc2)cc1	-8%	i	-6%	0	-2%	-1%	0	/	10%
COc1cc(SC)ccc1C(=O)N1CCCCCC1	1%	i	-1%	9	22%	-10%	0	0%	-2%
CC1(C)CC(=O)C(C(c2cccnc2)C2C(=O)CC(C)(C)CC2=O)C(=O)C1	3%	i	-4%	9	4%	0%	0	/	10%
O=C(COc1ccc(S(=O)(=O)NCCc2ccccc2)cc1)N1CCCC1	3%	i	-2%	5	-1%	-4%	2	18%	7%
Cc1cccc(C)c1Nc1nc2ccccc2o1	0%	i	-3%	3	-3%	-3%	8	1%	10%
CC(Oc1ccc(NC(=O)c2ccco2)cc1)C(=O)N1c2ccccc2CC1C (stereo not drawn)	1%	i	6%	0	-4%	-12%	13	12%	1%
CC(C)Oc1ccc(C(=O)Nc2ccc(N3CCCC3)cc2)cc1	5%	i	-10%	6	6%	-23%	0	4%	5%
COc1cccc(CNC(=O)c2cc3ccccn3n2)c1	1%	i	4%	9	0%	-5%	9	14%	1%
Cn1c(=O)cc(SCC(=O)NCc2cccnc2)c2ccccc21	-7%	i	5%	4	30%	-1%	17	0%	5%	PMK inhibit pilot replicates=5.0;MK inhibit pilot replicates=7.0;DPM-DC inhibit pilot screen %=5.5
CCN(CC)CCNC(=O)c1cn(CC)c2ccc(S(=O)(=O)N(C)C)cc2c1=O	3%	i	-7%	1	-6%	-7%	2	-9%	-2%
O=C(CN1CCCCCC1)Nc1cccc2c1OCO2	-6%	i	/	5	-10%	/	9	19%	7%
